# Screens (PubChem)
# VEEV TC-83 Vero: inhibitors of VEEV TC-83 cytopathic effect, confirmation, Vero cells (AID 588727); Vero cells, VEEV TC-83 cytopathic effect inhibition; higher % means a stronger effect; inhibition, % at 20 µM, or IC50 in µM where a hit was titrated; actives 0.13% (n = 350,000); in the data active = a potency from the dose series; inconclusive = inhibition mostly from about 14% at the one dose, without a potency; inactive = the rest, 99 in 100 with inhibition below about 12%; note: strong numbers were not always called active
# H37Rv inhibition: M. tuberculosis growth inhibition, HTS (AID 449762); actives 0.59% (n = 330,000); M. tuberculosis H37Rv growth inhibition, 7H9 media; higher % means a stronger effect; inhibition, % at 25 µM; hits with a dose series show IC50 in µM; in the data active = a potency from the dose series; inconclusive = inhibition above about 70% without an active follow-up result;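 note: bacterial growth assessed after seven days of incubation; strong numbers were not always called active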
# influenza NS1A: NS1A inhibition, H1N1 influenza, cell based functional assay (AID 504329); NS1A functional cell-based assay, percent inhibition; higher % means a stronger effect; inhibition, % at 12.5 µM; hits with a dose series show IC50 in µM; actives 0.3% (n = 340,000); in the data active = a potency from the dose series; inconclusive = inhibition above about 27% without an active follow-up result; note: strong numbers were not always called active
# M. tuberculosis: growth inhibition of non-replicating M. tuberculosis (AID 488890); Mycobacterium tuberculosis non-replicating, growth inhibition; higher % means a stronger effect; one-dose inhibition, % at 25 µM; IC50 in µM for titrated hits; actives 0.39% (n = 320,000); in the data active = a potency from the dose series; inconclusive = inhibition mostly from about 82% at the one dose, without a potency; inactive = the rest, 99 in 100 with inhibition below about 76%;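 note: plate controls were DMSO cells for no effect and high antibiotic wells for full effect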
# PhoP GFP inhibition: PhoP regulon inhibitors, Salmonella typhi PhoP promoter GFP reporter, confirmatory (AID 1850). Salmonella Typhi PhoP-promoter GFP reporter, fluorescence, 4 h; higher % means a stronger effect. one-dose inhibition, % at 50 µM; IC50 in µM for titrated hits. actives 0.33% (n = 310,000); in the data active = a potency from the dose series; inconclusive = inhibition mostly from about 25% at the one dose, without a potency; inactive = the rest, 99 in 100 with inhibition below about 19%;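 note: 0% = induced wells with vehicle and 100% = uninduced wells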
# VEEV TC-83 Vero 10K pilot screen: recorded beside VEEV TC-83 Vero, whose call it bears; inhibition, %; measured here: 10K pilot screen inhibition
# Starred values were filed as active, the others as inactive; i = inactive; ? = inconclusive; . = no result given. Rows are unselected; about 1.5% have a hit in one of these screens.
SMILES,VEEV TC-83 Vero,H37Rv inhibition,influenza NS1A,M. tuberculosis,PhoP GFP inhibition,others
O=c1[nH]c(=S)[nH]c2scc(-c3ccc(Br)cc3)c12,4.9%,4%,-21%,1%,-27%,
CC(C)CSc1nc(N)nc2c1ncn2C1OC(CO)C(O)C1O (centres undefined),i,.,10%,.,.,
O=C(N/N=C/c1c(F)cccc1Cl)c1cc(C2CC2)[nH]n1,2.6%,-2%,-2%,3%,6%,
N#C/C(C(=O)NCCc1ccccc1)=C1/N=C(NC(=O)c2cccs2)c2ccccc21,0.3%,3%,5%,-13%,-11%,
O=C(NC(Cc1ccccc1)C(=O)O)/C(=C/c1ccco1)NC(=O)c1cccc(Br)c1 (centres undefined),0.7%,6%,-9%,-4%,-7%,
CCn1ccc(C(=O)Nc2ccc(Cl)cn2)n1,0.7%,-4%,4%,29%,-5%,
CC1Cc2ccccc2N1C(=O)c1cnc2sccn2c1=O (centres undefined),0.3%,-2%,6%,-14%,-6%,
CNC(=O)CSc1nnc(-c2ccco2)n1-c1cccc(OC)c1,i,-1%,0%,2%,-1%,
O=C(COc1ccc(S(=O)(=O)N2CCOCC2)cc1)Nc1ccc(Cl)c(C(F)(F)F)c1,i,0%,3%,9%,-10%,
CC(=O)Nc1cccc(C(=O)NNC(=O)c2ccc(-n3cnnn3)cc2)c1,2.5%,-6%,-7%,0%,.,
CN(CCNC(=O)C1CC(=O)N(C2CCCC2)C1)Cc1ccccc1 (centres undefined),i,3%,-1%,.,.,
COc1cccc(N=C2SC(C(=O)Nc3ccccc3F)CC(=O)N2C)c1 (centres undefined),i,5%,5%,-4%,-8%,
CC(C)C(OC(=O)CN1C(=O)COc2ccccc21)C(=O)NC1CCCC1 (centres undefined),i,5%,5%,19%,-4%,
O=C(OCc1ccccc1)C1CCCN1C(=O)c1cccs1 (centres undefined),0.4%,5%,9%,18%,-3%,
CCN(CC)CCOC(=O)c1c(C)oc2ccc(O)cc12,0.5%,-5%,4%,5%,6%,

# Two successive records already listed, for reference:
SMILES,VEEV TC-83 Vero,H37Rv inhibition,influenza NS1A,M. tuberculosis,PhoP GFP inhibition,others
O=c1[nH]c(=S)[nH]c2scc(-c3ccc(Br)cc3)c12,4.9%,4%,-21%,1%,-27%,
CC(C)CSc1nc(N)nc2c1ncn2C1OC(CO)C(O)C1O (centres undefined),i,.,10%,.,.,

# Other compounds.
SMILES,VEEV TC-83 Vero,H37Rv inhibition,influenza NS1A,M. tuberculosis,PhoP GFP inhibition,others
O=C(c1ccccc1F)N1CCc2ccccc21,4.4%,0%,2%,7%,-1%,
COc1ccccc1/C=N/NC(=O)C(C)Cn1cnc2ccccc21 (centres undefined),i,0%,-11%,-10%,-6%,
C=CCn1c(=O)n(C)c2c(=O)n(C)c(=O)n(C)c21,i,.,2%,.,.,
CC1=C(C(=O)OCc2ccccc2)C(c2ccc(C)o2)C2=C(CCCC2=O)N1 (centres undefined),7.8%,1%,10%,19%,-5%,
Cc1cc(NC(=O)c2ccc(NC(=O)C(C)Oc3ccccc3)cc2)no1 (centres undefined),1.1%,3%,-7%,3%,-12%,
O=C(CSc1nc2nc[nH]c2c(=O)[nH]1)NC1CCCCC1,0.4%,-6%,4%,-4%,-4%,
CC1CC=CCC1(CO)CO (centres undefined),5.3%,.,1%,.,.,
Cc1nc(C(=O)Nc2cccc(Cl)c2)nn1-c1cc(OC(C)C)c(Cl)cc1Cl,3.1%,-6%,-3%,11%,21%,
CN(CC(=O)Nc1ccccc1Cl)C1CCS(=O)(=O)C1 (centres undefined),1.1%,-21%,1%,-14%,.,
O=C(c1ccccn1)N1CCN(C(=O)c2ccccn2)CC1,4.3%,0%,-7%,0%,7%,VEEV TC-83 Vero 10K pilot screen=0.1
Cc1cccc(CC2CC(=O)N(CCc3ccc4c(c3)OCO4)C2=O)c1 (centres undefined),3.2%,0%,-17%,8%,-6%,
O=C(Cn1cc2c(n1)CCCCC2)Nc1c(F)c(F)cc(F)c1F,i,-4%,6%,-8%,-21%,
CC1([N+](=O)[O-])COP(=O)(NCc2cccnc2)OC1 (centres undefined),0.7%,.,-9%,.,.,
OCC[C@H]1C[C@H](O)[C@@H](O)[C@]2(CCCc3ccccc3O2)O1,1.8%,-6%,1%,-11%,-12%,
Cc1cc(Br)ccc1NC(=O)CN1C(=O)C2CC=CCC2C1=O (centres undefined),0.3%,45%,-16%,42%,.,
Cc1cccc(N2C(=O)C(O)=C(C(=O)c3cccs3)C2c2ccc(Cl)cc2)n1 (centres undefined),0.2%,-1%,4%,58%,-2%,
CC(=O)Nc1ccc(S(=O)(=O)NNC(=O)c2ccc3c(c2)OCO3)cc1,7.4%,4%,-7%,9%,-6%,
O=C(Nc1ccccc1)c1ccc(-c2ccc(Br)cc2)o1,i,?,2%,?,10%,
CN1CCN(C2CC(=O)N(CCc3ccccc3)C2=O)CC1 (centres undefined),0.5%,-17%,-1%,46%,12%,
O=C(COC(=O)CCc1nc2ccccc2s1)Nc1ccc(Cl)cn1,0.5%,5%,2%,?,-12%,
Cc1cc(C)c(NC(=O)CSc2nc3ccncc3[nH]2)c(C)c1,1.6%,2%,-4%,-5%,-1%,
Cc1ccc2sc(N(CCCN(C)C)C(=O)c3ccc(S(=O)(=O)N(C)Cc4ccccc4)cc3)nc2c1C,4.9%,?,9%,72%,-1%,
CCCOc1ccc(C2NC(=O)CCC2[N+](=O)[O-])cc1 (centres undefined),i,-4%,-27%,-3%,-4%,
COc1ccc(N2CCN(CC(=O)Nc3ccccc3SC)CC2)cc1,2.9%,9%,5%,15%,-2%,
CC1CC(C)CN(c2cc(=O)n(Cc3ccc(F)cc3)c(=O)[nH]2)C1 (centres undefined),1.7%,-7%,2%,6%,6%,
O=C(N/N=C/c1ccc(OC(=O)c2ccccc2)cc1)c1cccc(O)c1,7.3%,35%,1%,-7%,1%,
COc1ccccc1N1CCN(C(CNS(=O)(=O)c2ccccc2)c2ccccc2)CC1 (centres undefined),2.1%,11%,10%,23%,-7%,
O=C1CCC(C(=O)OCC(=O)N2N=C3/C(=C\c4ccccc4)CCCC3C2c2ccccc2)N1 (centres undefined),?,.,8%,.,.,
COc1ccc(C(c2nnnn2C2CCCC2)N2CCN(C(=O)c3ccco3)CC2)cc1OC (centres undefined),i,1%,3%,16%,14%,
CC(=O)OC1(c2ccccc2)CCN(C)CC1(C)C (centres undefined),2.4%,0%,-9%,-5%,13%,
CCOC(=O)c1c(NC(=S)Nc2ccccc2)sc2c1CCCCC2,i,-5%,-4%,6%,1%,
CN(Cc1ccccc1)C(=O)CN1C(=O)NC(C)(c2ccc(C(C)(C)C)cc2)C1=O (centres undefined),i,-10%,2%,3%,9%,
O=C(CSCc1ccccc1)N1CCN(c2ccc(F)cc2)CC1,i,-12%,-5%,36%,-1%,
CC(=O)c1ccc(NC(=O)c2cc(C)no2)cc1,0.3%,5%,18%,-16%,-6%,
O=C(Nc1nc(-c2ccc(F)cc2)cs1)C1CCN(C(=O)c2ccc(F)cc2)CC1,7.6%,42%,-11%,47%,-7%,
COC(=O)c1ccccc1NC(=O)CN1CCN(c2ccccn2)CC1,4.6%,6%,11%,16%,2%,
O=C(CSc1nc2[nH]ncc2c(=O)n1-c1ccccc1)N1CCCCCC1,.,-4%,.,2%,-10%,
CC(C)C[C@@H]1CN=C(N)N1C[C@@H]1CCCN1C[C@H](C)N1C[C@@H](Cc2ccccc2)N(CCCC2CCCC2)C1=N,2.6%,?,6%,?,.,
COC/C=C/C1=CC2=CC(=O)C(C)(OC(=O)c3cnc4ccccc4n3)C(=O)C2=CN1C1CC1 (centres undefined),0.3%,6%,15%,0%,-5%,
Cc1ccc(Nc2nc(C)c3c(n2)CC(C)CC3=O)c(C)c1 (centres undefined),1.1%,-1%,0%,18%,2%,
C=CCNc1sc(C(=O)c2ccccc2)c(N)c1C#N,6.5%,-1%,4%,15%,17%,
CCN(CC)C(=O)C1CC(=O)OC1(C)C (centres undefined),0.1%,-3%,-9%,-8%,3%,
c1ccc2cc(C3N4CCCN34)ccc2c1 (centres undefined),i,-9%,-4%,17%,1%,
Cc1c(NC(=O)C2CC(c3cccc(Br)c3)=NO2)c(=O)n(-c2ccccc2)n1C (centres undefined),1.1%,-9%,-15%,6%,-1%,
O=C(c1ccccc1)N1N=C(c2ccccc2O)CC1c1ccccc1 (centres undefined),3.0%,5%,-22%,-13%,0%,
COc1ccc(-c2nnc(SCC(=O)NCc3cccs3)n2C(C)C)cc1,2.3%,5%,-2%,11%,4%,
CC(=O)c1cccc(NC(=O)NNC(=O)c2ccc(-c3ccccc3)cc2)c1,0.8%,-14%,16%,-1%,-7%,
CC(C)(C)OC(=O)NCc1ccc(NC(=O)c2nc[nH]c2C(=O)NCCCNC(=O)c2[nH]cnc2C(=O)Nc2ccc(CNC(=O)OC(C)(C)C)cc2)cc1,i,11%,7%,-20%,.,
NS(=O)(=O)c1ccc(NC(=S)NC(=O)c2ccc(Br)o2)cc1,2.5%,-4%,2%,35%,-5%,
COc1ccc(CCNc2nc3ccc(C)cc3n3cnnc23)cc1OC,0.9%,13%,-14%,-4%,-4%,
Cc1cccnc1NC(=O)CCC(=O)c1cccs1,0.8%,-4%,-6%,0%,.,
O=C(NCCN1CCCCC1)c1cc2ccccc2[nH]1,2.4%,-8%,5%,8%,9%,
Cc1ccc(CNC(=O)C2CCN(S(=O)(=O)c3ccc(Br)s3)CC2)cc1,6.6%,-8%,4%,-1%,-7%,
CCCCSc1nc2ccccc2[nH]1,i,15%,-17%,54%,10%,
O=C(CSc1nnnn1-c1ccc(C(=O)O)cc1)NC1CCCCC1,4.0%,-3%,6%,-6%,13%,
COC(=O)C(C(C)=O)C1=C/C(=N\S(=O)(=O)c2ccc(C)cc2)c2ccccc2C1=O (centres undefined),2.1%,-1%,7%,17%,-10%,
CCCN1C(=O)c2ccc(C(=O)Nc3nccs3)cc2C1=O,3.8%,2%,-6%,52%,26%,
CCn1c(SCC(=O)NCc2ccco2)nnc1-c1c[nH]c2ccccc12,2.4%,.,20%,.,0%,
CN(Cc1nc(Cc2cccc(F)c2)no1)CC1COCCO1 (centres undefined),1.7%,-7%,10%,3%,-3%,
CC(C(=O)Nc1ccccc1)c1ccc(-c2ccccc2)c(F)c1 (centres undefined),0.7%,4%,1%,-6%,7%,
# Next results follow.
SMILES,VEEV TC-83 Vero,H37Rv inhibition,influenza NS1A,M. tuberculosis,PhoP GFP inhibition,others
O=C(NCc1ccccc1)c1ccc(NC(=O)C2CCCC2)cc1,i,.,-10%,.,.,
Cn1c(Cl)c(/C=N/OC(=O)C(C)(C)C)c2ccccc21,1.3%,29%,-1%,28%,-13%,
Cc1ccc(S(=O)(=O)N(C)CC(=O)N2CCN(Cc3ccc4c(c3)OCO4)CC2)cc1,1.4%,2%,2%,-1%,3%,
O=S(Cc1ccc(Cl)cc1)CC(O)(c1ccccc1)c1ccccc1 (centres undefined),0.7%,-6%,-9%,6%,0%,
O=C(Nc1ccc(Cl)cc1)N1CC2CC(C1)c1cccc(=O)n1C2 (centres undefined),1.1%,-8%,-5%,0%,-1%,
Nc1ccc(Cc2ccc([N+](=O)[O-])cc2)cc1,1.6%,.,5%,.,.,
O=C(CCN1C(=O)c2ccccc2C1=O)Nc1ccc(F)cc1,0.6%,-7%,-1%,-4%,4%,

# Grouped by structure: those above containing an aryl thioether with sulfur outside any ring
SMILES,VEEV TC-83 Vero,H37Rv inhibition,influenza NS1A,M. tuberculosis,PhoP GFP inhibition,others
CC(C)CSc1nc(N)nc2c1ncn2C1OC(CO)C(O)C1O (centres undefined),i,.,10%,.,.,
CNC(=O)CSc1nnc(-c2ccco2)n1-c1cccc(OC)c1,i,-1%,0%,2%,-1%,
O=C(CSc1nc2nc[nH]c2c(=O)[nH]1)NC1CCCCC1,0.4%,-6%,4%,-4%,-4%,
Cc1cc(C)c(NC(=O)CSc2nc3ccncc3[nH]2)c(C)c1,1.6%,2%,-4%,-5%,-1%,
COc1ccc(N2CCN(CC(=O)Nc3ccccc3SC)CC2)cc1,2.9%,9%,5%,15%,-2%,
O=C(CSc1nc2[nH]ncc2c(=O)n1-c1ccccc1)N1CCCCCC1,.,-4%,.,2%,-10%,
COc1ccc(-c2nnc(SCC(=O)NCc3cccs3)n2C(C)C)cc1,2.3%,5%,-2%,11%,4%,
CCCCSc1nc2ccccc2[nH]1,i,15%,-17%,54%,10%,
O=C(CSc1nnnn1-c1ccc(C(=O)O)cc1)NC1CCCCC1,4.0%,-3%,6%,-6%,13%,
CCn1c(SCC(=O)NCc2ccco2)nnc1-c1c[nH]c2ccccc12,2.4%,.,20%,.,0%,
